# From PubChem
# Mcl-1 Bim block: human Bim-Mcl-1 interaction inhibition | Q07820 | Bead-based flow cytometry, Bim peptide-Mcl-1 binding | inhibition, % at 10 µM | actives 0.1% (n = 190,000) | AID 1009; in the data active = inhibition above about 40%;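 note: 0% = no compound tracer wells and 100% = peptide blocker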
# GSH bead fluor: compound fluoresces at 488/530 nm on GSH beads | GSH beads flow cytometry, compound fluorescence 488/530 nm; stronger effect = higher value | actives 0.25% (n = 190,000) | fluorescence (KMESF) at 10 µM | AID 1776; in the data active = fluorescence above about 89;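 note: glutathione beads carrying GST-tagged Bcl family fusion proteins plus one bare bead set; values are compound well signal with DMSO vehicle wells as background; inactives centre near 16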
# ABCG2 block: human ABCG2 inhibition, ABCB1 as counter-screen; AID 1325; inhibition, % at 6.6 µM; actives 0.1% (n = 190,000); IgMXP3 cells, JC-1 efflux, flow cytometry;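 active = inhibition above 80%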;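 note: 0% = DMSO and 100% = nicardipine control wells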
#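 test system = two drug-resistant human cell lines, ABCG2 and ABCB1 | amount = 3 million cells/mL final, two lines in 1:1 ratio | reagent = JC-1 transporter substrate | doses = one concentration, 6.6 µM final | incubation = 10 min at 25 °C | signal = flow cytometric JC-1 green MFI at 530 nm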
# RGS7-Gao: modulates binding of RGS7 to human Galphao | P09471 | Multiplexed bead flow cytometry; actives lie on both sides | binding response (% of control), % at 10 µM | actives 0.35% (n = 220,000) | AID 1439; in the data active = binding response below about 49% or above about 150%; inconclusive = no clear call, values can overlap the other calls; inactive = in between;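 note: fluorescent Galphao held in activated GDP-AlF4 state binding bead-coupled RGS7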
# Mcl1-Bid inh: disrupts binding of human Mcl-1 to Bid peptide; TR-FRET Mcl-1/Bid-Dy647 peptide binding, 1536-well; inhibition, % at 21.7 µM; actives 0.97% (n = 220,000); AID 1021;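 active = compounds that cut the binding signal by more than half at the single screening dose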;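 note: His-tagged Mcl-1 with europium anti-His antibody binding Bid BH3 peptide; 0% = Mcl-1 plus peptide wells and 100% = peptide-only wells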
# Avidin fluor: compound fluoresces at 488/530 nm on avidin beads | fluorescence (KMESF) at 10 µM | AID 1775 | compound fluorescence 488/530 nm, flow cytometry; stronger effect = higher value | actives 0.38% (n = 220,000); in the data active = fluorescence above about 47; note: inactives centre near 10
# Mcl1 Noxa PPI: disrupts binding of human Mcl-1 to Noxa peptide | TR-FRET Mcl-1/Noxa peptide binding, 2 h | inhibition, % at 21.7 µM | actives 1.5% (n = 220,000);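 active = compounds that cut the protein-peptide binding signal by more than 50% relative to plate controls in a single-dose test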;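 note: His-tagged Mcl-1 with rhodamine Noxa BH3 peptide and terbium anti-His antibody; 0% = Mcl-1 plus Noxa peptide wells and 100% = peptide-only wells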
# RGS8-Gao reg: human RGS8-Galphao interaction regulation. P09471. multiplexed bead flow cytometry, RGS8-Galphao binding; actives lie on both sides. response (percent of control binding), % at 10 µM. actives 0.34% (n = 220,000); in the data active = response below about 60% or above about 140%; inactive = in between;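 note: Galphao activated as the GDP aluminium fluoride complex binding bead-coupled RGS8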
# Pf gamet viab: P. falciparum stage V gametocyte viability inhibition. P. falciparum stage V gametocytes, ATP luminescence, 24 h. AID 743093. inhibition, % at 10.9 µM. actives 0.065% (n = 150,000);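 active = inhibition above the mean plus 3 SD of compounds within the control limits, set per campaign, cut at about 38% in these data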;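 note: 0% = DMSO wells and 100% = medium only without gametocytes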
# RGS4-Gao reg: human RGS4-Galphao interaction regulation | binding response (% of control), % at 10 µM | AID 1415 | actives 0.33% (n = 220,000) | Multiplexed bead flow cytometry, RGS4-Galphao binding; actives lie on both sides | P09471; in the data active = binding response below about 49% or above about 150%; inactive = in between;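 note: fluorescent Galphao activated with aluminum fluoride binding bead-coupled RGS4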
# ABCB1 block: inhibitors of human ABCB1 transporter, ABCG2 counter-screen. actives 0.067% (n = 190,000). inhibition, % at 6.6 µM. AID 1326. P08183. CCRF-Adr cells, JC-1 efflux, flow cytometry; in the data active = inhibition above about 40%;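 note: 0% = vehicle and 100% = reference inhibitor; higher value means more JC-1 retained so stronger ABCB1 efflux block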
# Target sequence (P08183 whole entry, looked up): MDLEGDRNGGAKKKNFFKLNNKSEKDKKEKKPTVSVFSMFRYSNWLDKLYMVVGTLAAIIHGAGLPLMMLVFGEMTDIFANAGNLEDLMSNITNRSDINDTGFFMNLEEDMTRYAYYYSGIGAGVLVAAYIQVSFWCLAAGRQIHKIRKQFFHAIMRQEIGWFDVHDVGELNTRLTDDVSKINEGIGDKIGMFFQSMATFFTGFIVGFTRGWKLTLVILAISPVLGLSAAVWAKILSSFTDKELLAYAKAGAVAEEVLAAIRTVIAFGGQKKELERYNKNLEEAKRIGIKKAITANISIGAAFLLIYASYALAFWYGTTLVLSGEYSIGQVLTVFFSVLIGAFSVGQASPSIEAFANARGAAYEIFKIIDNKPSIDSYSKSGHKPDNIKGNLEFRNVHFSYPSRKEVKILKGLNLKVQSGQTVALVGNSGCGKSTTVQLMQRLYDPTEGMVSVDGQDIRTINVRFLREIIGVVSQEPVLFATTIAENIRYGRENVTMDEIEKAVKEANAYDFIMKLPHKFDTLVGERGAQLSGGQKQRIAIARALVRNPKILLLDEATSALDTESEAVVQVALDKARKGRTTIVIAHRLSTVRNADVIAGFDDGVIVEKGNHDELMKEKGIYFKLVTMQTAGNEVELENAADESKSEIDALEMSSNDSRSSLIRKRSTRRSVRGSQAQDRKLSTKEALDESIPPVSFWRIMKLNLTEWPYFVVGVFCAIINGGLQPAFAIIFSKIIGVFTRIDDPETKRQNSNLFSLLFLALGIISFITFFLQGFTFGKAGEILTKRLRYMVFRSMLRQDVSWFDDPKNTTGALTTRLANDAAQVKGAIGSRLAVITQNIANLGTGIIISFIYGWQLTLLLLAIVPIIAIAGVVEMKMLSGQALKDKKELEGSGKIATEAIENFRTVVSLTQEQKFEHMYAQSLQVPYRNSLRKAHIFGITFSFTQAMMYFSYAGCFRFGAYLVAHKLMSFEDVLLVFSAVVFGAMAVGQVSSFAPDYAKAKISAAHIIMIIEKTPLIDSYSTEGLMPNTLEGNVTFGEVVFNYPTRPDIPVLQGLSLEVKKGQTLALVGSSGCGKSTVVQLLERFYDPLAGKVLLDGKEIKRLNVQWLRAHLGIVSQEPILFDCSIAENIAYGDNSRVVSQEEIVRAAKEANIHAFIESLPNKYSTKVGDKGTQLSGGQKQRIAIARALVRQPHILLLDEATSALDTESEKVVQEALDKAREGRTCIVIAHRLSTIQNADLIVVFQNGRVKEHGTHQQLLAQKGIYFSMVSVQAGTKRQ
# The depositor's hits bear a star; ? = inconclusive; nt = not tested or not shown.
Structure	Mcl-1 Bim block	GSH bead fluor	ABCG2 block	RGS7-Gao	Mcl1-Bid inh	Avidin fluor	Mcl1 Noxa PPI	RGS8-Gao reg	Pf gamet viab	RGS4-Gao reg	ABCB1 block
Cn1c(NCC2CCCO2)nc2c1c(=O)n(Cc1ccccc1)c(=O)n2C (stereo not given)	-3	27	26	101	-22	12	-20	105	nt	104	1.9
O=C(OCCN1C(=O)c2cccc3c(N4CCOCC4)ccc(c23)C1=O)c1cccc(Cl)c1	0	17	7	100	-13	13	-161	101	nt	97	3.8
CCc1nnc(NC(=O)c2ccc3c(=O)n4c(nc3c2)CCCCC4)s1	nt	nt	nt	?	15	7	17	107	15	112	nt
CCNC(=O)c1cc(Br)ccc1Cl	0	8	1	96	-2	13	-2	99	10	97	0.5
O=C(CSc1nnnn1C1CCCCC1)NCc1ccc2c(c1)OCO2	-3	46	2	89	-13	9	-5	92	6	94	0.2
COc1ccc(/C=C/C(=O)Nc2cccc(S(=O)(=O)N3CCCC3)c2)cc1OC	5	7	5	?	9	10	14	102	10	105	3.0
Cc1cc(C)cc(-n2c3nc4ccccc4nc3c3c(=O)n(Cc4ccco4)cnc32)c1	6	9	1	96	-13	32	38	91	23	97	1.1
N/C(=N\OC(=O)CCCOc1ccccc1)c1ccncc1	-1	15	4	101	-10	11	18	104	7	104	0.3
CN(Cc1ccccc1)S(=O)(=O)c1ccc(C(=O)Nc2nnc(C3CC3)o2)cc1	-2	44	3	99	-72	13	-61	100	nt	96	0.6
CCCCN1C(=O)C(=O)N(c2ccccc2)C1=S	0	8	4	86	-12	1	4	96	6	76	0.6
C=CCN(C(=O)CSc1nc2[nH]ncc2c(=O)n1-c1ccccc1OC)c1ccccc1	-3	17	3	95	-44	21	6	101	-6	93	0.8
COc1cc(C(c2sc3nc(C)nn3c2O)N2CC(C)CC(C)C2)cc(OC)c1OC (stereo not given)	-3	14	0	100	4	22	4	101	nt	100	0.1
COc1ccc(/C=N/NC(=O)c2sccc2OCc2ccc(F)cc2)cc1OC	0	6	5	101	-26	16	-1	101	nt	94	2.5
c1ccc2c(c1)oc1c(NCCCn3ccnc3)ncnc12	-2	21	7	97	36	36	48	98	nt	100	1.0
COc1ccccc1NC(=S)NCCN1CCOCC1	-3	8	0	102	-21	15	5	102	11	105	0.0
C=CCNc1nc(Nc2ccc([N+](=O)[O-])cc2)nc(N2CCCC2)n1	4	10	63	100	-20	9	12	103	-1	102	3.7
Cc1cnc([N+](=O)[O-])n1CCOC(=O)NC(=O)c1ccc(F)cc1	-2	14	2	111	4	11	6	106	1	112	0.7
CN1CCC(OC(=O)c2ccc(Cl)cc2Cl)CC1	0	13	2	96	-6	12	8	104	2	97	0.7
COC(=O)c1sc(NC(=O)C(C)c2ccccc2)nc1C (stereo not given)	1	7	13	99	-6	2	1	100	nt	100	1.4
COC(=O)C1=C(C)NC(=O)NC1c1ccc(-c2ccccc2Cl)o1 (stereo not given)	-1	12	-2	?	-7	15	-4	102	23	102	-0.1
Cc1cc(C(=O)Nc2ccccc2N2CCOCC2)c(C)o1	nt	nt	nt	?	-37	4	-4	96	10	95	nt
CN(CC(=O)Nc1ccc(N2CCOCC2)cc1)CC(=O)Nc1ccc(N2CCOCC2)cc1	nt	nt	nt	?	-102	7	-16	96	10	94	nt
N#CCC1c2ccccc2CCN1C(=O)Nc1cccc(C(F)(F)F)c1 (stereo not given)	0	13	3	101	3	9	11	101	8	102	0.3
COc1ccc2c(c1)C=C(C(=O)OCc1cccnc1)CO2	2	10	-1	?	-2	9	0	102	nt	102	-0.4
Cc1ccc(C(=O)n2c(-c3ccccc3)cnc2SCC(=O)Nc2ccccc2)cc1	-2	11	21	97	-11	4	-6	100	-7	98	1.2
Cc1csc(NC(=O)C(CC(C)C)NS(=O)(=O)c2ccc3c(c2)oc(=O)n3C)n1 (stereo not given)	5	13	1	102	-7	17	6	101	nt	102	0.3
COC(=O)Oc1nsnc1N1CCOCC1	-12	52	2	99	-92	4	39	87	nt	90	0.5
O=C(NCc1cccnc1)C(=O)NCC1OCCN1S(=O)(=O)c1ccc(Cl)cc1 (stereo not given)	0	17	6	nt	-1	nt	4	nt	nt	nt	0.8
CCn1ncc(C(=O)Nc2cc(C)on2)c1C	-4	12	2	96	-8	10	13	96	-3	98	0.5
CCOc1ccc(NC(=O)CSc2nnc(CCNC(=O)c3ccc(OC)cc3)n2CC)cc1	1	9	1	98	-19	9	5	99	nt	100	0.4
COc1ccc(N(CC(=O)NCCC2=CCCCC2)S(=O)(=O)c2ccccc2)c(OC)c1	-1	11	2	100	-12	20	5	100	-12	99	2.0
Cc1ccccc1OCC(=O)Nc1ccc2c(c1)OCO2	0	5	5	97	-3	18	9	101	11	106	0.8
CCOC(=O)c1ccc(-n2c(N)c(C(=O)NCc3ccco3)sc2=S)cc1	-1	18	9	99	-7	13	-3	100	nt	103	1.1
NC(=O)C1CCN(S(=O)(=O)c2ccc3c(c2)OCCO3)CC1	nt	nt	nt	?	0	5	5	103	-12	107	nt
CCn1c(=O)n(Cc2ccco2)c(=N)c2c3c(sc21)COC(C)(C)C3	-2	33	7	93	-15	13	15	96	16	94	1.7
Cc1ccc(S(=O)(=O)N2CCOC2C(Cl)(Cl)Cl)cc1 (stereo not given)	nt	nt	nt	?	-11	6	-6	97	0	90	nt
Cc1c(Br)c([N+](=O)[O-])nn1CC(=O)Nc1ccc(C(N)=O)cc1	0	18	1	96	5	10	9	97	-15	98	0.3
CN(Cc1cccc2ncccc12)C(=O)CC1C(=O)NCCN1Cc1ccc(F)cc1 (stereo not given)	0	11	0	98	-59	12	17	105	11	101	-0.1
NC(=O)CC[C@@H]1NC(=O)[C@@H]2CCCN2C(=O)c2cc([N+](=O)[O-])cc(F)c2NCCC[C@@H](C(N)=O)NC1=O	-1	19	-2	104	-14	9	-19	102	-2	102	-0.5
CC(NS(=O)(=O)c1ccc(Cl)c(Cl)c1)C(=O)OCC(=O)Nc1ccc2c(c1)OCO2 (stereo not given)	0	10	6	?	2	11	10	104	-2	105	0.4
COc1ccc(NC(=O)c2cc3n(n2)C(C(F)(F)F)CC(c2ccc(OC)cc2)N3)cc1 (stereo not given)	-6	23	24	98	-20	22	4	100	nt	98	1.1
O=C1NC2(CCC3(CC2)OCCO3)NN1c1ccccc1	-2	10	1	103	-38	25	-8	107	2	103	0.1
O=C(COc1ccc(F)cc1Br)N1CCc2ccccc21	0	14	-1	106	-5	10	-4	112	nt	102	-0.3
O=C(CSc1ncccn1)NCc1cccc(Cl)c1	-22	9	0	104	4	26	2	102	3	104	0.1
C=CCOc1ccccc1CNCc1ccc(F)cc1	-2	12	1	101	-16	10	-7	102	-12	100	0.2
COc1ccc(N(C)C(=O)c2cnc(N3CCN(c4ncccn4)CC3)c3ccccc23)cc1	2	12	0	98	38	6	7	106	nt	103	0.5
CCC(c1nnnn1Cc1ccco1)N1CCN(C(=O)c2ccco2)CC1 (stereo not given)	1	24	1	97	14	4	9	99	nt	98	0.2
CCC(CC)NCc1ccc(OC)cc1OC	-1	25	5	97	-12	13	-2	102	18	94	0.5
COc1ccc2cnn(CCOc3ccccc3)c(=O)c2c1OC	-5	29	3	98	-16	9	0	98	17	96	1.1
O=[N+]([O-])c1ccc(/C=N/Nc2nc(N3CCCC3)nc(N3CCCC3)n2)o1	-1	9	8	99	-30	10	25	99	nt	99	1.5
N=C1CCCN1c1ccccc1O	nt	nt	nt	?	-43	6	-17	102	1	103	nt
COCCNC(=O)/C(C#N)=C/c1ccc2c(c1)OCO2	1	10	3	102	8	7	-7	101	-6	99	0.3
CCN=C1SC(C(=O)Nc2ccc(OCC)cc2)CC(=O)N1CC (stereo not given)	0	25	12	97	-22	9	11	97	-10	96	0.5
CC/C(O)=C1\C(=O)CC(c2ccccc2)CC1=NC(C)C (stereo not given)	-5	5	10	103	-23	10	-37	104	nt	101	2.6
Cc1nc(C)c(C(=O)C2=C(O)C(=O)N(CCN3CCOCC3)C2c2cccs2)s1 (stereo not given)	-1	14	0	99	-11	24	9	100	nt	98	-0.1
O=C1CCC2(CC1)NC(=O)N(c1ccccc1)N2	0	11	3	103	0	10	-7	101	3	98	0.9
N#CC1=C(N)SC(N)=C(C#N)C1c1cccc(Oc2ccccc2)c1	-7	29	-1	101	-35	10	12	99	nt	103	-0.5
CCOC(=O)c1c(NC(=O)Cc2cccs2)sc2c1CCCC2	1	23	9	104	-11	15	19	102	nt	104	0.9
O=C(/C=C/NNC(=O)c1ccc(Br)cc1)c1ccccc1	4	13	0	105	-60	17	-11	99	nt	96	0.0
O=C(Nc1nnc(C2CCCO2)s1)c1cccs1 (stereo not given)	-2	33	0	95	-1	15	10	101	nt	101	-0.2

# Entries of single compounds as entered above. Order of values: Mcl-1 Bim block | GSH bead fluor | ABCG2 block | RGS7-Gao | Mcl1-Bid inh | Avidin fluor | Mcl1 Noxa PPI | RGS8-Gao reg | Pf gamet viab | RGS4-Gao reg | ABCB1 block
# Entry for Cc1c(Br)c([N+](=O)[O-])nn1CC(=O)Nc1ccc(C(N)=O)cc1 : 0 | 18 | 1 | 96 | 5 | 10 | 9 | 97 | -15 | 98 | 0.3
# Entry for Cc1nc(C)c(C(=O)C2=C(O)C(=O)N(CCN3CCOCC3)C2c2cccs2)s1 (stereo not given) : -1 | 14 | 0 | 99 | -11 | 24 | 9 | 100 | nt | 98 | -0.1
# Entry for O=C1CCC2(CC1)NC(=O)N(c1ccccc1)N2 : 0 | 11 | 3 | 103 | 0 | 10 | -7 | 101 | 3 | 98 | 0.9

# The list continues:
Structure	Mcl-1 Bim block	GSH bead fluor	ABCG2 block	RGS7-Gao	Mcl1-Bid inh	Avidin fluor	Mcl1 Noxa PPI	RGS8-Gao reg	Pf gamet viab	RGS4-Gao reg	ABCB1 block
O=C(Nc1ccccc1)c1cccc(S(=O)(=O)NCc2ccco2)c1	-4	11	1	97	-6	8	-5	102	7	99	0.1
CCNC(=O)CC1C(=O)N(c2cccc(OC)c2)C(=O)N1CCOC (stereo not given)	-11	33	-4	110	13	10	0	109	10	106	-0.2
CSc1nc2ccc3nc(NC(=O)c4cccs4)sc3c2s1	-15	26	0	101	66*	15	30	100	nt	101	-0.2
CCCCC(CC(O)COCCC)C(=O)NN (stereo not given)	-3	9	0	89	-12	5	2	101	4	99	-0.4
CCCc1nc2ccccc2c(C(=O)OC2CCOC2=O)c1CC (stereo not given)	-1	14	21	103	-31	8	12	99	nt	97	1.8
Cc1onc(-c2ccccc2Cl)c1C(=O)N1C=CC(C(F)(F)F)=NCC1	0	42	1	97	-1	7	5	102	12	99	0.2
COc1ccccc1NS(=O)(=O)c1cccc(NC(=O)Nc2ccccc2)c1	-2	5	-3	103	-12	3	20	105	10	106	-0.9
